PKM2 activator = PKM2 (human) enzyme activation; P14618; Potency, µM (doses to about 57.5 µM), for inactives: at the highest dose activation, hits mostly activators; 260,000 tested, 0.34% active; purified PKM2, Kinase-Glo ATP luminescence, activation; response scale: 0% is enzyme alone, no compound; note: potency is the fitted concentration of half-maximal effect; % is set by controls: 0 for no effect and ±100 for the full control effect; nearly all actives have a fitted effect of over 55% in size
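Kinase-Glo luminescence reports ATP generated from ADP (0.1 mM) and PEP (0.5 mM) by purified hPK-M2 after 1 h at room temperature, pH 7.2 imidazole buffer; intermediate enzyme activity allows detecting inhibitors and activators.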
KCNH2 WT inh = blocks the wildtype human KCNH2 potassium channel | activity change, % at 1.84 µM | U2OS, BacMam KCNH2, thallium flux FluxOr; active compounds read low | 340,000 tested, 0.37% active;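 active = maximum activity change below -70%; inconclusive = maximum activity change between -70% and -50%; inactive = maximum activity change above -50%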; note: % is set by controls: 0 for no effect and ±100 for the full control effect
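U2OS cells were transduced with wild-type KCNH2 virus (2.03 x 10^8 / mL) for 4 h at room temperature, then cultured overnight at 37 C. Thallium flux was read with FluxOr dye. Rate constants were normalized to DMSO controls.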
TRPV1 agonist = agonists of human vanilloid receptor 1 (TRPV1); activation, % at 8.33 µM; TRPV1-expressing cells, Fluo-8 calcium influx, agonist mode; 320,000 tested, 0.19% active; Q8NER1; in the data active = activation above about 80%; inconclusive = between about 30% and that limit; note: 0% is about no effect
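Cells expressing TRPV1 were dye-loaded with Fluo-8 and read kinetically: 10 s baseline, 3 min after compound (agonist portion), then 2 min after EC20 capsaicin (allosteric enhancer portion). Calcium-bound dye fluorescence at 480/520 nm.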
B2AR arrestin = beta2AR (human) beta-arrestin recruitment activity | Potency, µM (doses to about 46.1 µM), for inactives: top-dose activation, hits mostly activators | P07550 | 330,000 tested, 0.02% active | AID 492947 | beta-arrestin recruitment to beta2AR, cell-based reporter;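 note: potency is the fitted concentration of half-maximal effect; 0% = DMSO controls and full agonism = EC100 isoproterenol or metaproterenol; nearly all actives have a fitted effect of over 65% in size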
Target sequence (P07550 whole entry, looked up): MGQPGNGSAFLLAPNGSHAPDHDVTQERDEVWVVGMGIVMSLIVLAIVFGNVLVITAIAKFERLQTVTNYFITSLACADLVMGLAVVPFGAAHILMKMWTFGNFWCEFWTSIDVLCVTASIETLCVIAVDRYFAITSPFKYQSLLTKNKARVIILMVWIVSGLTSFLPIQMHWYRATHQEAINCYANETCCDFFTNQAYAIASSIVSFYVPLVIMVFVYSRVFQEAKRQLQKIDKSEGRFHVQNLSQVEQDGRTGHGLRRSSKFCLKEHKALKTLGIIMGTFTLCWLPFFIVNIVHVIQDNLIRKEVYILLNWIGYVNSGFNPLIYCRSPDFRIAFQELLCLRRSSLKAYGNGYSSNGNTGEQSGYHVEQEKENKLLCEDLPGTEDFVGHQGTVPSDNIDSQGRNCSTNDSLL
MLL CXXC-DNA inh = inhibitors of human MLL CXXC domain-DNA interaction; MLL-CXXC / FITC-HOXA9 DNA fluorescence polarization; 290,000 tested, 0.037% active; Potency, µM (highest dose often 115 µM), for inactives: at the top dose activity change, negative = inhibition, hits mostly inhibitors; Q03164; active = well fitted inhibition curve with a large enough effect in the polarisation, with a control signal flat, not every such curve was filed as active; inconclusive = small, poorly fitted or top-dose-only effect, or effect the other way, or a change in a side signal; inactive = no such curve, though single readings can be large or run the other way; the % refers to the polarisation; note: potency is the fitted concentration of half-maximal effect
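Purified MLL-CXXC (added from a 7 uM solution) was preincubated 5 min at ambient with pinned compounds in 50 mM Tris-HCl pH 7.5, 50 mM NaCl, 1 mM DTT, 0.05% BSA. Fluorescein-labeled HOX-A9 DNA (50 nM solution) followed, 30 min, then polarization read.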
Giardia killer = Giardia lamblia killing; Giardia lamblia trophozoite viability; activity change, % at 7.66 µM, hits read low; 340,000 tested, 0.15% active; in the data active = activity change below about -80%; inconclusive = between about -30% and that limit;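 note: parasites exposed to compound for two days anaerobically before the ATP read; % is set by controls: 0 for no effect and ±100 for the full control effect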
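Media and compound were dispensed first, then trophozoites at 100 cells/well; plates sat 48 hrs at 37 deg C without oxygen before ATP luminescence reagent was added and read after 15-30 min at room temperature.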
KCNH2 3.1 block = blocks the human KCNH2 3.1 channel isoform; U2OS KCNH2 3.1, thallium flux FluxOr; active compounds read low; activity change, % (tested at about 1.8 µM); 340,000 tested, 0.95% active;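 active = maximum activity change below -70%; inconclusive = maximum activity change from -70% to -50%; inactive = maximum activity change above -50%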;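 note: thallium influx rate constant from kinetic fluorescence after stimulation buffer; % is set by controls: 0 for no effect and ±100 for the full control effect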
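Thallium flux read-out: FluxOr dye with Red40 quencher in HBSS/HEPES, 45 min at RT. Rate constants from kinetic reads were normalized to positive and negative DMSO controls. Cells: U2OS virally expressing the 3.1 isoform.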
GALK inhibitor = inhibitors of human galactokinase; P51570; Purified GALK, Kinase-Glo residual ATP luminescence; Potency, µM (top dose mostly 57.5 µM), for inactives: at the top dose activity change, negative = inhibition, hits mostly inhibitors; 270,000 tested, 0.007% active; note: potency is the fitted concentration of half-maximal effect; % is set by controls: 0 for no effect and ±100 for the full control effect
Target sequence (P51570 whole entry, looked up): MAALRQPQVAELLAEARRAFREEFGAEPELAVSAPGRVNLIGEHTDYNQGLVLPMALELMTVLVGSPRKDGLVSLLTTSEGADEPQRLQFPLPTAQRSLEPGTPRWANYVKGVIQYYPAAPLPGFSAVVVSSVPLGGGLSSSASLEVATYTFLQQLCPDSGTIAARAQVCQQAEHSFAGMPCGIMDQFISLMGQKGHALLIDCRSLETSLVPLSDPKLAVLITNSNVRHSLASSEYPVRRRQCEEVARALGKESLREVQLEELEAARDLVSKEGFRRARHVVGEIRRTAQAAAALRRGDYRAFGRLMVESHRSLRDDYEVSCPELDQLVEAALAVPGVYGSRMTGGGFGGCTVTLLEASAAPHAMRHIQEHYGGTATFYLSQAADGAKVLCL
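Compounds were pin-transferred into ATP buffer (35 uM final), then GALK plus galactose (5 nM, 100 uM final) was added. After 1 h at room temperature, Kinase-Glo Plus was added and luminescence read after 10 min.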
Menin MLL FP TR = displaces Texas Red mutant MLL peptide from human menin; Menin + Texas Red MLL mutant peptide, fluorescence polarization; Potency, µM (top dose mostly 61.6 µM), for the others: at the highest dose FP activity change, negative = inhibition, actives largely listed as inhibitors; 270,000 tested, 0.23% active; active = well fitted inhibition curve with a large enough effect in the polarisation, with a control signal flat, not every such curve was filed as active; inconclusive = small, poorly fitted or top-dose-only effect, or effect the other way, or a change in a side signal; inactive = no such curve, though single readings can be large or run the other way; the % refers to the polarisation; note: potency is the fitted concentration of half-maximal effect; % of control where 0% means no effect; many of its hits are not listed in these tables
USP2a inh = inhibitors of human ubiquitin-specific protease USP2a. Potency, µM (doses to about 38.3 µM), inactives show top-dose activity change, negative = inhibition, most hits filed as inhibitors. 330,000 tested, 0.01% active. AID 463254. USP2 core, Ub-CHOP2 coupled fluorogenic reporter, 485/531. O75604;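 note: potency is the fitted concentration of half-maximal effect; plate controls were DMSO wells for no effect and full inhibition by NEM control for full effect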
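Deubiquitinase activity read as fluorescence (485/531 nm) after Ub-CHOP2 cleavage activates the enterokinase reporter on its substrate; USP2 core 10nM, Ub-CHOP2 and substrate 25nM each, 30min compound preincubation then 60min RT; data normalized to NEM, curves fitted.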
Coupling enz = coupling enzyme interference in Giardia aldolase counter-screen | activity change, negative = inhibition, % at 58.2 µM, hits read low | 290,000 tested, 0.67% active | coupling enzyme system counterscreen, AmpLite Red fluorescence; in the data active = activity change below about -30%; note: % is set by controls: 0 for no effect and ±100 for the full control effect
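First, compound is pin-transferred into glyceraldehyde-3-phosphate coupling-enzyme reagent at 57.5 uM final and held 10 min at RT. Next, substrate, coupling system and AmpLite Red are added. After 20 min RT, fluorescence (525/598 nm) is read.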
Starred values were filed as active, the others as inactive; ? = inconclusive; . = no result given; [ ] = remark or other dose. Unless noted, calls come from the whole dose curve; as a rule, active = well fitted curve in the direction sought with a large enough effect; inconclusive = small, poorly fitted or top-dose-only effect, or another doubt; inactive = no such curve, though single readings can be large; an effect the other way counts as inactive or inconclusive.

SMILES	PKM2 activator	KCNH2 WT inh	TRPV1 agonist	B2AR arrestin	MLL CXXC-DNA inh	Giardia killer	KCNH2 3.1 block	GALK inhibitor	Menin MLL FP TR	USP2a inh	Coupling enz
Cc1ccc(C)c(NC(=O)Cc2ccc(S(=O)(=O)N3CCCCC3)s2)c1	3%	3	12	-0.3%	1%	9	16	1%	6%	1%	0
CNC(=O)/C(C#N)=C/c1c(N2CCN(c3ccccc3)CC2)nc2c(C)cccn2c1=O	.	6	24	0.6%	?	-8	11	3%	-22%	2%	2
COc1cc(C)c(/C=C(\C#N)C(=O)Nc2ccc(C)cc2)cc1C(C)C	-7%	0	?	0.1%	-2%	12	-8	-1%	-1%	1%	-3
COc1ccc(NC(=O)C/C(C)=N/NC(=O)c2ccncc2)c([N+](=O)[O-])c1	19%	-5	?	-0.1%	-6%	-10	10	12%	-1%	-16%	-1
O=C(CSc1nc2c(sc3ccccc32)c(=O)n1CCCN1CCOCC1)NCC1CCCO1 (stereo not given)	-8%	0	-4	0.3%	4%	29	8	0%	-16%	-1%	1
COc1ccc(Nc2nc(N3CCOCC3)nc(N3CCOCC3)n2)cc1Cl	1%[11.5 µM]	28	-3	-1.0%	4%	15	2	-1%	13%	-3%	0
O=C1CCC(C(=O)Nc2cccc(Br)c2)N1 (stereo not given)	0%[11.5 µM]	-17	-1	-0.7%	0%	6	0	-2%	42%[activator]	2%	-1
CCc1nc2ccc(C(=O)N3CCN(c4ccc([N+](=O)[O-])cc4)CC3)cc2nc1CC	.	-7	0	-0.1%	52%[activator]	14	-45	4%	.	1%	.
C[C@H]1COC(=O)[C@@H](CC(=O)OC(C)(C)C)C/C=C\C[C@H](CC(=O)NCCO)C(=O)N1	.	-6	.	-0.1%	.	-5	-8	.	.	8%	.
CCC(=O)Nc1ccc(Oc2ccc(NC(=O)CC)c(NC(=O)CC)c2)cc1	-2%	0	0	-0.1%	6%	-1	-1	-1%	11%	-2%	1
COC(=O)C1=C(C)N=c2s/c(=C/c3cccs3)c(=O)n2C1c1cccs1 (stereo not given)	1%	13	-5	-0.5%	1%	-15	5	-2%	?	1%	0
CC(=O)N/C(=C\c1ccc(F)cc1)C(=O)NC(Cc1c[nH]c2ccccc12)C(=O)O (stereo not given)	5%	7	2	-0.8%	2%	4	3	-1%	17%	0%	5
CCSc1nnc(-c2cccc(S(=O)(=O)N(C)C)c2)n1-c1cc(OC)ccc1OC	0%	12	4	0.2%	3%	-4	5	8%	-13%	-1%	-1
CCOc1ccc(CN2CCN(Cc3cc4c(cc3Cl)OCO4)CC2CCO)cc1 (stereo not given)	8%	-111*	?	-0.9%	-5%	-6	-119*	0%	.	-1%	-15
CCOC(=O)C(C)(C)NS(=O)(=O)c1ccc(Cl)c([N+](=O)[O-])c1	-16%	2	-2	0.2%	-9%	-8	9	-1%	1%	1%	1
CC(=O)c1cccc(NC(=O)CCS(=O)(=O)c2cccc3nsnc23)c1	-4%	5	2	0.0%	-2%	-4	0	-2%	-11%	-2%	-1
CCCc1nc2ccccc2c(C(=O)OC2CCOC2=O)c1CC (stereo not given)	0%	0	0	-0.4%	2%	-12	-10	5%	-6%	0%	6
CC(C)Oc1ccc(C(=O)NC(=S)N2CCOCC2)cc1	0%	-5	23	-0.2%	8%	?	5	-3%	-20%	0%	-1
O=C(c1ccco1)N1CCN(C(=O)C2CC(=O)N(c3ccccc3)C2)CC1 (stereo not given)	-2%	31	-1	-0.3%	1%	-7	.	2%	.	0%	.
COc1cc(/C=C/C(=O)OC(C)C(=O)NC2CCCCC2C)cc(Cl)c1OC (stereo not given)	.	-6	8	-0.3%	.	-24	-5	.	.	-1%	.
Cn1c(=O)c2c(nc(N3CCOCC3)n2CCCNC2=NCCCCC2)n(C)c1=O	-4%	-1	-1	-0.3%	?	4	-1	0%	-1%	3%	2
Cc1cccc(S(=O)(=O)NC2CCCCCCC2)c1	.	12	8	0.3%	0%	-6	-8	2%	-21%	1%	-1
O=C(c1sc2cc([N+](=O)[O-])ccc2c1Cl)N1CCCCC1	2%	0	15	-0.7%	3%	-27	-2	3%	0%	2%	1
CCc1ccc2oc(=O)cc(CN3CCOCC3)c2c1	-3%	-22	4	-0.2%	-2%	-1	-4	-4%	-2%	1%	0
CCN(CC)c1ccc(/C=N/NC(=O)c2cnccn2)c(O)c1	-13%	0	?	?	47%[activator]	-21	-7	2%	.	0%	-2
COc1cccc(C2CC(c3ccccc3C)n3nc(N)nc3N2)c1 (stereo not given)	3%	3	0	-0.5%	6%	-24	4	0%	-14%	0%	3
CCC1CCCCN1C(=O)NC(=O)c1ccccc1 (stereo not given)	-6%	17	-4	-0.3%	-7%	35[activator]	-2	-8%	.	3%	.
Cc1ccc(NS(=O)(=O)c2ccc3c(c2)NC(=O)CC(=O)N3)cc1C	15%	3	-1	-0.3%	5%	-1	12	-1%	2%	3%	0
COC(=O)c1cnn(C(=O)c2cc(OC)ccc2Br)c1N	-1%	6	-1	-0.5%	67%[activator]	6	2	3%	0%	0%	3
COc1cc(-c2nc(-c3ccc4c(c3)-c3ccccc3S4(=O)=O)c(-c3ccccc3)[nH]2)cc(OC)c1OC	-6%	2	-3	0.0%	29%	-16	-1	2%	9%	-5%	-2
COc1ccc(S(=O)(=O)Nc2cc(SCC(=O)O)c(O)c3ccccc23)cc1	.	-3	-3	-0.2%	7%	-8	-3	-5%	.	3%	-47*
O=C(O)CSC12CC3CC(C1)CC(C(=O)O)(C3)C2	?	21	-1	-0.7%	-1%	-4	15	2%	-8%	0%	5
CNc1oc(-c2ccccc2Cl)nc1C#N	-3%	-1	3	0.0%	4%	6	-3	2%	10%	2%	1
CCOC(=O)c1ccc(N=C2SC(C(=O)NC)CC(=O)N2CCc2ccccc2)cc1 (stereo not given)	2%	-2	-1	-0.1%	0%	-9	-8	-1%	.	-1%	0
O=C(Nc1ccc(S(=O)(=O)N2CCCC2)cc1)c1ccc([N+](=O)[O-])o1	.	3	.	-0.1%	.	-81*	-7	.	.	2%	.
O=c1[nH]c(/C=C\c2cccnc2)c([N+](=O)[O-])c(=O)[nH]1	-11%	-1	-1	-0.1%	-10%	-17	9	3%	7%	-2%	-18
CC1CCCC(C)N1NC(=S)Nc1ccc(OC(F)F)cc1 (stereo not given)	-15%	0	-4	-0.1%	-10%	24	-4	-2%	-3%	3%	1
O=C(/C=C/c1ccco1)NCC1COc2ccccc2O1 (stereo not given)	1%	-5	0	3.3%	-4%	21	2	-2%	.	-8%	6
O=C(COc1coc(CN2CCCc3ccccc32)cc1=O)Nc1cccc([N+](=O)[O-])c1	.	-5	-4	0.2%	.	5	0	.	.	2%	.
Cc1nn(CC(=O)NCc2ccccc2)c(=O)c2cccn12	.	-20	-2	-0.1%	-7%	-2	12	-7%	13%	3%	0
Cc1c(C2C(C#N)=C(N)OC3=C2C(=O)CCC3)cnn1C (stereo not given)	3%	9	1	-1.7%	-1%	10	14	1%	0%	1%	-1
CSc1ncccc1C(=O)OCc1nc2ccsc2c(=O)[nH]1	.	-17	-2	0.1%	.	-13	2	.	.	2%	.
O=C(CCC(=O)Nc1ccccc1)NNC(=O)CCc1ccccc1	.	2	2	-0.1%	2%	12	10	12%	-11%	4%	3

These rows are one share of the data; rates above refer to the full screens.
